COUP-TFII inh – blocks human COUP-TFII nuclear receptor | P24468 | HEK293T NGFI-A luciferase reporter, luminescence | inhibition, % at 8.6 µM | 370,000 compounds, 0.7% hits | AID 686940;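 active means inhibition above a per-plate cutoff, mean inhibition of test wells between control levels plus 3 SD, cut at about 38% in these data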;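 further: cells cotransfected with COUP-TFII expression vector driving the NGFI-A reporter; 0% = median of COUP-TF2 test wells and 100% = reporter-only cells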
TRAIL sens C8 – sensitizes caspase-8 expressing cells to TRAIL; NB7+C8 cells + TRAIL, ATPlite viability luminescence; inhibition (viability loss, TRAIL sensitization), % at 10 µM; 360,000 compounds, 1% hits;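 active means compounds causing at least 50% loss of cell viability in the single-dose screen, relative to plate controls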
SRC3 inh – inhibits human SRC3 coactivator; Q9Y6Q9; HEK293 GAL4-SRC3 luciferase reporter, luminescence; inhibition, % at 3.6 µM; 360,000 compounds, 0.17% hits;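 active means inhibition above a per-campaign cutoff, the mean of all compounds plus 3 SD, cut at about 60% in these data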;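 further: 0% = DMSO-treated cells and 100% = gossypol-treated cells at 36 µM; higher means less SRC3-driven luciferase light from the GAL4 reporter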
SRC2 inh – human SRC2 (NCOA2) inhibition | HEK293 GAL4-SRC2 luciferase reporter, luminescence | Q15596 | 370,000 compounds, 0.17% hits | inhibition, % at 9 µM;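 active means inhibition above the mean inhibition of all tested compounds plus 3 SD, set per campaign, cut at about 52% in these data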;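 further: 0% = DMSO treated cells and 100% = cells given Gossypol at 36 µM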
TROY NFkB inh – blocks TROY-dependent signaling in reporter cells; Q293 LMP1-TROYcd NF-kB luciferase reporter, 4 h; inhibition, % at 10 µM; 360,000 compounds, 0.98% hits; AID 1347056;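 active means compounds whose plate-normalised and pattern-corrected inhibition of the luciferase reporter signal at the single screening dose is 50% or more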
NR5A2 inv ag – NR5A2 inverse agonism in reporter assay. O00482. HEK293T StAR-luciferase reporter, LRH-1 transfected, 24 h. inhibition, % at 3.6 µM. 360,000 compounds, 0.13% hits. AID 602396;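 active means inhibition above the mean inhibition of all tested compounds plus 3 SD, cut at about 73% in these data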;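 further: 0% = DMSO wells and 100% = reporter-only cells lacking LRH-1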
Target sequence (O00482 whole entry, looked up): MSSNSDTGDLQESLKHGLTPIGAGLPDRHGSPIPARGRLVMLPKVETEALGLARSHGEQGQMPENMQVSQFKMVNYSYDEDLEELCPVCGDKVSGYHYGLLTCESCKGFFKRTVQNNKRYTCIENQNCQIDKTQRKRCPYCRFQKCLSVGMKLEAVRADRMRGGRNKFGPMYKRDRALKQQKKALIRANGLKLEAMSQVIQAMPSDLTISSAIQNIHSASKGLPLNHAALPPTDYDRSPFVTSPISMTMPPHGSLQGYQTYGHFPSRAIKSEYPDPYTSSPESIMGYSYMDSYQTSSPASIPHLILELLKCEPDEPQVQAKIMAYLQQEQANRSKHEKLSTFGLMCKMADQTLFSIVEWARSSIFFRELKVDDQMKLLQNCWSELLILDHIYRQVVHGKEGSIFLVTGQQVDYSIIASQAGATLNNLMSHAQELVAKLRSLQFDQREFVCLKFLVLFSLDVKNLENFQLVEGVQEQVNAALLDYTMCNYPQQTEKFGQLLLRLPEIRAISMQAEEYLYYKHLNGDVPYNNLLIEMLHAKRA
NCOA1 inh – inhibitors of human steroid receptor coactivator 1 (SRC1); Q15788; HEK293 GAL4-SRC1 luciferase reporter, luminescence; inhibition, % at 3.6 µM; 360,000 compounds, 0.12% hits; AID 588354;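 active means inhibition above the campaign mean plus 3 SD, with each screening campaign given its own cutoff, cut at about 60% in these data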;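 further: 0% = DMSO treated cells and 100% = gossypol at 36 µM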
NOD2-RIPK2 inh – inhibitors of human NOD2-RIPK2 interaction; 360,000 compounds, 0.38% hits; inhibition, % at 4.98 µM; AID 624267; O43353; CHO BLA complementation NOD2-RIPK2, CCF4 ratio; in the data active means inhibition above about 21%;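 further: 0% = vehicle only and 100% = reference blocker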
Target sequence (O43353 whole entry, looked up): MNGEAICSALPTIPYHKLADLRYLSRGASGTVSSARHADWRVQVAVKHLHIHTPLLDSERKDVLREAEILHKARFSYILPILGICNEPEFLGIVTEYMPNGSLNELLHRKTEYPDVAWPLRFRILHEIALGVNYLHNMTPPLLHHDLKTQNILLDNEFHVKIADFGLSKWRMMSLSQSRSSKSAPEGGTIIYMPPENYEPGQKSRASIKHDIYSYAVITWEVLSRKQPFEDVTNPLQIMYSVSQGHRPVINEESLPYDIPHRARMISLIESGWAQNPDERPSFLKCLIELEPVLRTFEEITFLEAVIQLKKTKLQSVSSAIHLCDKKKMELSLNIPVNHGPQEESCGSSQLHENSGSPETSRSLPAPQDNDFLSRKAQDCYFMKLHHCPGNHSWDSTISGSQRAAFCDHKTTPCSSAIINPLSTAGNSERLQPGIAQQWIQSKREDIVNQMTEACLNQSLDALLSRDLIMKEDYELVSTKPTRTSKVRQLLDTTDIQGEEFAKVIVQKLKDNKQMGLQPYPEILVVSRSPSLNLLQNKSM
TLR9-MyD88 inh – blocks human TLR9 binding to MyD88 | Q9NR96+Q99836 | CHO BLA complementation TLR9-MyD88, CCF4 FRET ratio | inhibition, % at 4.98 µM | 340,000 compounds, 0.21% hits;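 active means inhibition above the mean over all tested compounds plus 3 SD, cut at about 21% in these data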;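 further: 0% = DMSO only wells and 100% = clavulanate BLA inhibitor control wells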
LMP1 NFkB inh – reduces LMP1-driven NF-kappaB luciferase signal; LMP1-induced NF-kappaB luciferase reporter cells, luminescence; inhibition, % at 12.5 µM; 350,000 compounds, 0.69% hits; AID 504558; in the data active means inhibition above about 41%;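 further: 0% = neutral control wells and 100% = reference inhibitor control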
Vif inh – blocks HIV Vif function; HEK293T cells, Vif self-association by quenched fluorescence, imaging, 24 h; inhibition, % at 7.49 µM; 340,000 compounds, 0.35% hits; AID 602346; in the data active means inhibition above about 50%, passing the limit was not always enough; further: some results filed as inactive read as strong as hits
* marks the source's active call; other numbers are inactive results.

How did CCCn1c(N)c(C(=S)NC(=O)C2CC2)c(=O)n(C)c1=O do in these assays?
TRAIL sens C8: -2.3; SRC3 inh: 7.3; TROY NFkB inh: 3.1; NR5A2 inv ag: 5.9; NCOA1 inh: 2.6; NOD2-RIPK2 inh: -6.8; TLR9-MyD88 inh: 11.3; LMP1 NFkB inh: 1.0; Vif inh: -12.3

How did OC(CCN1CCOCC1)c1ccccc1 (stereo not drawn) do in these assays?
COUP-TFII inh: -9.2; TRAIL sens C8: 5.4; SRC3 inh: 4.5; SRC2 inh: -0.7; TROY NFkB inh: -13.9; NR5A2 inv ag: 2.1; NCOA1 inh: -13.9; NOD2-RIPK2 inh: -2.2; TLR9-MyD88 inh: 6.7; LMP1 NFkB inh: 3.0; Vif inh: 4.7

Results for O=C(CSc1cc(Cl)ccc1Cl)Nc1ccc(N2CCOCC2)cc1 ?
COUP-TFII inh: -9.3; TRAIL sens C8: 1.3; SRC3 inh: -19.1; SRC2 inh: 10.7; TROY NFkB inh: -9.0; NR5A2 inv ag: 50.6; NCOA1 inh: 8.5; NOD2-RIPK2 inh: -10.7; TLR9-MyD88 inh: 0.3; LMP1 NFkB inh: 0.7; Vif inh: 5.1

What do the screens show for `Cc1cccc(N(CC(O)CN2CCOCC2)S(=O)(=O)c2ccccc2)c1` (stereo not drawn)?
COUP-TFII inh: 3.0; TRAIL sens C8: -10.5; SRC3 inh: 4.9; SRC2 inh: -24.0; TROY NFkB inh: -5.1; NR5A2 inv ag: -16.6; NCOA1 inh: 3.9; NOD2-RIPK2 inh: 4.4; TLR9-MyD88 inh: -4.0; LMP1 NFkB inh: -4.2; Vif inh: -2.8

What do the screens show for `O=c1[nH]cc(NCCc2ccccc2)c(=O)[nH]1`?
COUP-TFII inh: -5.3; TRAIL sens C8: -2.3; SRC3 inh: -77.6; SRC2 inh: -11.9; TROY NFkB inh: -9.9; NR5A2 inv ag: 3.7; NCOA1 inh: -35.5; NOD2-RIPK2 inh: 5.1; TLR9-MyD88 inh: -3.3; LMP1 NFkB inh: 1.1; Vif inh: 8.0

What do the screens show for `CCOC(=O)Cc1c(C)nc2c(-c3ccccc3)c(C)[nH]n2c1=O`?
COUP-TFII inh: 11.8; TRAIL sens C8: 7.3; SRC3 inh: -22.6; SRC2 inh: 11.6; TROY NFkB inh: 28.2; NR5A2 inv ag: -35.6; NCOA1 inh: -38.5; NOD2-RIPK2 inh: -4.6; TLR9-MyD88 inh: -6.5; LMP1 NFkB inh: 1.2; Vif inh: 1.3

What do the screens show for `COc1ccc(CNC(=O)C2CCN(c3cc(C(=O)Nc4cccc(OC)c4)ccn3)CC2)cc1`?
COUP-TFII inh: 22.8; TRAIL sens C8: -7.2; SRC3 inh: 12.9; SRC2 inh: -4.0; TROY NFkB inh: -0.4; NR5A2 inv ag: 21.4; NCOA1 inh: -9.0; NOD2-RIPK2 inh: -1.5; TLR9-MyD88 inh: -5.1; LMP1 NFkB inh: -3.2; Vif inh: 8.7

How did CC(OC(=O)C1=COCCO1)C(=O)NC(C)c1ccc(Cl)cc1Cl (stereo not drawn) do in these assays?
COUP-TFII inh: -8.2; TRAIL sens C8: 4.7; SRC3 inh: 16.6; SRC2 inh: -33.4; TROY NFkB inh: -7.8; NR5A2 inv ag: 6.8; NCOA1 inh: -14.7; NOD2-RIPK2 inh: 5.8; TLR9-MyD88 inh: -8.5; LMP1 NFkB inh: -3.4; Vif inh: -14.2

What do the screens show for `NC(=O)c1ccc(-n2nnnc2SCc2ccccc2)cc1`?
COUP-TFII inh: 0.3; TRAIL sens C8: -3.0; SRC3 inh: 16.6; SRC2 inh: 5.3; TROY NFkB inh: 16.6; NR5A2 inv ag: 1.7; NCOA1 inh: 2.6; NOD2-RIPK2 inh: 0.7; TLR9-MyD88 inh: 6.9; LMP1 NFkB inh: -3.8; Vif inh: 2.2

Results for CC(C)C(NC(=O)c1ccccc1)C(=O)NCCc1ccccc1 (stereo not drawn) ?
COUP-TFII inh: 4.5; TRAIL sens C8: -2.0; SRC3 inh: -3.0; SRC2 inh: -2.4; TROY NFkB inh: -19.3; NR5A2 inv ag: 8.0; NCOA1 inh: 8.9; NOD2-RIPK2 inh: -2.2; TLR9-MyD88 inh: 8.2; LMP1 NFkB inh: -5.4; Vif inh: -3.1

How did O=C(CSCc1c(Cl)cccc1Cl)NN1C(=O)c2ccccc2C1=O do in these assays?
COUP-TFII inh: -1.6; TRAIL sens C8: -6.1; SRC3 inh: 10.8; SRC2 inh: -8.0; TROY NFkB inh: 6.3; NR5A2 inv ag: -9.7; NCOA1 inh: 3.6; NOD2-RIPK2 inh: -8.5; TLR9-MyD88 inh: 3.9; LMP1 NFkB inh: -0.9; Vif inh: -0.3

Results for COc1cc(NC(=O)CSCc2cnn(-c3ccccc3)c2-n2cccc2)cc(OC)c1 ?
COUP-TFII inh: 8.5; TRAIL sens C8: -5.1; SRC3 inh: 6.1; SRC2 inh: -6.5; TROY NFkB inh: 5.6; NR5A2 inv ag: -0.6; NCOA1 inh: -7.2; NOD2-RIPK2 inh: 3.7; TLR9-MyD88 inh: 1.7; LMP1 NFkB inh: -3.2; Vif inh: -15.9

What do the screens show for `O=C(O)c1nnn(-c2cc(C(F)(F)F)cc(C(F)(F)F)c2)c1-c1ccccc1`?
COUP-TFII inh: 1.5; TRAIL sens C8: -3.5; SRC3 inh: 22.5; SRC2 inh: -5.9; TROY NFkB inh: 16.8; NR5A2 inv ag: 3.1; NCOA1 inh: 1.6; NOD2-RIPK2 inh: 2.1; TLR9-MyD88 inh: -6.6; LMP1 NFkB inh: -1.2; Vif inh: 7.0

Results for Cc1cccc(C(=O)NCC(=O)N2CCN(S(=O)(=O)c3ccccc3)CC2)c1 ?
COUP-TFII inh: 0.2; TRAIL sens C8: 2.2; SRC3 inh: -5.6; SRC2 inh: 4.5; TROY NFkB inh: 22.0; NR5A2 inv ag: -25.1; NCOA1 inh: -16.9; NOD2-RIPK2 inh: -0.5; TLR9-MyD88 inh: -2.1; LMP1 NFkB inh: 5.8; Vif inh: 1.0

What do the screens show for `C#CCN(C[C@@H]1[C@@H](OC(=O)NCc2ccc(OC)c(OC)c2)[C@@H](OC(=O)NCc2ccc(OC)c(OC)c2)Cn2c(=O)n(CCCCCC)c(=O)n21)S(=O)(=O)c1ccc(C)cc1`?
COUP-TFII inh: 8.5; TRAIL sens C8: 8.4; SRC3 inh: 3.6; SRC2 inh: -14.2; TROY NFkB inh: 2.5; NR5A2 inv ag: -2.1; NCOA1 inh: -20.7; NOD2-RIPK2 inh: 1.8; TLR9-MyD88 inh: -2.5; LMP1 NFkB inh: 1.5; Vif inh: -2.9

What do the screens show for `CCSCC1COC(c2cccn2Cc2ccc(C)cc2)=N1` (stereo not drawn)?
COUP-TFII inh: -1.1; TRAIL sens C8: -8.8; SRC3 inh: -40.1; SRC2 inh: 10.8; TROY NFkB inh: -16.6; NR5A2 inv ag: 0.3; NCOA1 inh: 4.9; NOD2-RIPK2 inh: 5.3; TLR9-MyD88 inh: -9.1; LMP1 NFkB inh: -7.5; Vif inh: -7.0

What do the screens show for `CCN1C(=O)[C@H]2[C@@H](c3ccc(SC4CCCCC4)c(OC)c3)N3CCCC[C@@]3(C(=O)OC)[C@H]2C1=O`?
COUP-TFII inh: 9.3; TRAIL sens C8: -7.8; SRC3 inh: -3.6; SRC2 inh: 4.6; TROY NFkB inh: -6.3; NR5A2 inv ag: 6.0; NCOA1 inh: 7.3; NOD2-RIPK2 inh: -3.4; TLR9-MyD88 inh: -3.1; LMP1 NFkB inh: 6.0; Vif inh: -4.1

Results for O=C(CCCCCCCC(=O)N1CCCCCC1)N1CCCCCC1 ?
COUP-TFII inh: -1.9; TRAIL sens C8: 8.5; SRC3 inh: -10.8; SRC2 inh: -14.2; TROY NFkB inh: -5.4; NR5A2 inv ag: 9.6; NCOA1 inh: 0.3; NOD2-RIPK2 inh: -9.9; TLR9-MyD88 inh: 5.3; LMP1 NFkB inh: 7.8; Vif inh: 0.1

What do the screens show for `CC(OC(=O)CNC(=O)C12CC3CC(CC(C3)C1)C2)C(=O)Nc1ccc(N2CCOCC2)cc1` (stereo not drawn)?
COUP-TFII inh: -8.3; TRAIL sens C8: -11.2; SRC3 inh: -9.2; SRC2 inh: -35.0; TROY NFkB inh: -12.7; NR5A2 inv ag: -2.0; NCOA1 inh: 0.7; NOD2-RIPK2 inh: 6.3; TLR9-MyD88 inh: 8.3; LMP1 NFkB inh: -4.5; Vif inh: 3.2

How did COC(=O)c1ccccc1NC(=O)c1cnn2cccnc12 do in these assays?
COUP-TFII inh: 13.2; TRAIL sens C8: 0.5; SRC3 inh: 3.4; SRC2 inh: 20.1; TROY NFkB inh: 7.9; NR5A2 inv ag: 8.7; NCOA1 inh: -29.5; NOD2-RIPK2 inh: 4.2; TLR9-MyD88 inh: -1.1; LMP1 NFkB inh: 1.9; Vif inh: 0.6

Results for CCN(CC(=O)Nc1c(F)cccc1F)C(=O)c1cccc(S(=O)(=O)N2CCc3ccccc3C2)c1 ?
COUP-TFII inh: 18.3; TRAIL sens C8: 10.0; SRC3 inh: -0.2; SRC2 inh: 17.7; TROY NFkB inh: 5.8; NR5A2 inv ag: 12.4; NCOA1 inh: 2.1; NOD2-RIPK2 inh: 0.7; TLR9-MyD88 inh: -2.0; LMP1 NFkB inh: 2.7

How did O=C1CC(N2CCN(c3ccc(S(=O)(=O)N4CCCC4)cc3)CC2)C(=O)N1c1ccc(F)cc1 (stereo not drawn) do in these assays?
COUP-TFII inh: -10.2; TRAIL sens C8: 5.0; SRC3 inh: -0.3; SRC2 inh: 13.5; TROY NFkB inh: -19.6; NR5A2 inv ag: 1.6; NCOA1 inh: -1.0; NOD2-RIPK2 inh: 5.5; TLR9-MyD88 inh: 7.1; LMP1 NFkB inh: -0.5; Vif inh: -12.4

How did O=C(OCC(=O)N1CCc2ccccc21)c1ccc([N+](=O)[O-])cc1 do in these assays?
COUP-TFII inh: 2.8; TRAIL sens C8: -6.3; SRC3 inh: 14.2; SRC2 inh: -4.3; TROY NFkB inh: -20.4; NR5A2 inv ag: -15.6; NCOA1 inh: -6.6; NOD2-RIPK2 inh: 3.5; TLR9-MyD88 inh: -2.4; LMP1 NFkB inh: 1.1; Vif inh: 5.5

What do the screens show for `COc1cc(/C=C/C(=O)O)cc(Br)c1O`?
COUP-TFII inh: 1.4; TRAIL sens C8: -6.3; SRC3 inh: 0.3; SRC2 inh: -8.0; TROY NFkB inh: -12.1; NR5A2 inv ag: 7.2; NCOA1 inh: -13.3; NOD2-RIPK2 inh: -13.9; TLR9-MyD88 inh: 2.6; LMP1 NFkB inh: 1.9; Vif inh: -15.8

Bioassay records: PubChem BioAssay, several laboratories

Some of the compounds tested; the hit share may differ from the screen's.
